E-sel TNF inh: blocks E-selectin expression induced by TNF alpha | inhibition, % at 2 µM | actives 0.71% (n = 120,000) | AID 1246 | HUVEC TNFa-induced E-selectin immunofluorescence, high content;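 active means inhibition above the batch mean plus 3 SD, and confirmed as a hit on visual image review, cut at about 43% in these data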;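 further: 0% = TNF-stimulated DMSO wells and 100% = unstimulated control wells; not every result past the cut was called active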
Yeast growth inh: yeast BB579 growth reduction in restrictive medium; S. cerevisiae BB579 growth, OD615, 48 h; inhibition, % at 10 µM; actives 0.51% (n = 140,000);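 active means inhibition above a set limit, 3 SD over the mean compound inhibition, cut at about 44% in these data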; further: inactives centre near -24
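Test system: S. cerevisiae DeaD strain BB579 yeast; Medium: restrictive CSMM-D medium; Compound: one dose, 10 µM compound with 0.25% DMSO; Incubation: 4 h cell preincubation, 48 h compound exposure, 30 °C humidified; Signal: OD at 615 nm; Benchmarks: amphotericin B at 10 µg/mL as positive control.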
Measles CPE: protection of cells from measles virus; Measles virus-infected cells, CPE protection, absorbance; protection (pct of control), % at 4 µM; actives 1.5% (n = 140,000); AID 841; in the data active means protection mostly above about 24%, no sharp cut-off; inactive means mostly below about 26%; further: some compounds called inactive have numbers as strong as hits
GALR2 blocker: antagonists of human galanin receptor 2 (GALR2); GALR2-expressing cells, antagonist mode; AID 828; inhibition, % at 4 µM; O43603; actives 0.39% (n = 140,000); in the data active means inhibition above about 27%;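 further: cells stimulated with galanin 1-16 at roughly its EC80; 0% = agonist challenge control and 100% = basal control without agonist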
Target sequence (O43603 whole entry, looked up): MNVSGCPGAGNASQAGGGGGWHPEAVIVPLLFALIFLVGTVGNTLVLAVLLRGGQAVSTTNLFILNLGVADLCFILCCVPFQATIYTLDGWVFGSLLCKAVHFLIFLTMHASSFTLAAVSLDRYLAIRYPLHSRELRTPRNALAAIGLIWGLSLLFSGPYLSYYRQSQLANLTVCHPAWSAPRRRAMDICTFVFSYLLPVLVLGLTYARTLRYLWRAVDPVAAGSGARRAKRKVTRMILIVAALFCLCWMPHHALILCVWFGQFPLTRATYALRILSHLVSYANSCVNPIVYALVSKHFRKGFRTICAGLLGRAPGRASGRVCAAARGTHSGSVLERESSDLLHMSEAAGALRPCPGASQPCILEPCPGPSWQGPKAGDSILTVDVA
PTEN del growth: growth suppressors of cells with PTEN tumor suppressor deletion. viability, % at 10 µM. actives 1.2% (n = 140,000). HCT116 PTEN-null viability, CellTiter-Glo, 60 h; stronger effect = lower value. AID 827;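 active means viability at or below a set limit, 4 SD under the median of all tested compounds, cut at about 3.7% in these data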;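 further: PTEN knockout HCT116 line with beta catenin targeted HCT116 as companion control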
HCT116 bCat-KO: beta-catenin-lacking colon tumor cell growth suppression; HCT116 beta-catenin knockout viability, CellTiter-Glo, 60 h; stronger effect = lower value; actives 1.5% (n = 140,000); viability, % at 10 µM;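 active means viability at or under a set limit, the compound median less 4 SD, cut at about 6% in these data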;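 further: 0% = Hyamine 1622 control at 20 µM and 100% = untreated cell control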
MRP1 act: MRP-1 activation. actives 0.61% (n = 140,000). H69AR cells + doxorubicin, viability rescue, CellTiter-Glo. viability increase, % at 10 µM;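 active means viability gain under doxorubicin at or above a set limit, the compound median plus 3 SD, cut at about 4.7% in these data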;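 further: MRP-1 overexpressing cells given doxorubicin 25 µM after compound pretreatment; 18-22 h compound pretreatment then 72 h with doxorubicin before readout; 0% = doxorubicin-only wells and 100% = vehicle-treated cells without doxorubicin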
Phagocytosis inh: blocks phagocytosis by macrophages | J774A.1 macrophage IgG-bead phagocytosis, imaging | inhibition, % at 5 µM | actives 0.07% (n = 110,000) | AID 1029;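 active means inhibition above the mean of the plate negative controls plus 5 SD, cut at about 13% in these data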;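 further: phagocytic index as fraction of beads internalized from green versus red external bead signal; plate controls were DMSO negative control for no effect and cytochalasin-D positive control for full effect; some results beyond the cut were filed as inactive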
NPY-Y2 antag: antagonists of human neuropeptide Y receptor Y2; P49146; NPY-Y2 expressing cells, antagonist mode; inhibition, % at 2.7 µM; actives 0.99% (n = 140,000); in the data active means inhibition above about 17%;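 further: 0% = vehicle with agonist challenge and 100% = reference antagonist with challenge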
Target sequence (P49146 whole entry, looked up): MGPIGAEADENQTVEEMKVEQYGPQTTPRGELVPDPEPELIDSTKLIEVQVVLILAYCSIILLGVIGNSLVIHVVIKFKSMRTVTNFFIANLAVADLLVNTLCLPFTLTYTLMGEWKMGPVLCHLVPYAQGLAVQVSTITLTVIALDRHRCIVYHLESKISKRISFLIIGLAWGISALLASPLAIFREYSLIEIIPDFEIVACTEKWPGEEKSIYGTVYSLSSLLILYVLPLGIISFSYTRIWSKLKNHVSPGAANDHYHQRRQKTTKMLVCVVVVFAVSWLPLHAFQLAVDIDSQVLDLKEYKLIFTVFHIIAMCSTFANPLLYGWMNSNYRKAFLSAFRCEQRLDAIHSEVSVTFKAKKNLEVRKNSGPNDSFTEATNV
Yeast life ext: extends the lifespan of yeast. S. cerevisiae growth with nicotinamide, OD615; deaD strain in restrictive glucose medium. inhibition of the nicotinamide effect, % at 10 µM. actives 0.68% (n = 130,000). AID 775;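 active means inhibition above a set limit, placed 3 SD over the median of all compounds, cut at about 26% in these data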;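 further: 0% = nicotinamide-treated wells and 100% = cells grown without nicotinamide; some compounds called inactive have numbers as strong as hits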
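System: Modified budding yeast, DeaD strain | Buffer or medium: Restrictive glucose medium | Also added: 1.5 mM nicotinamide | Doses: 10 µM single point, 0.25% DMSO | Schedule: 48 h compound exposure at 30 °C, humidified | Detection: Absorbance at 615 nm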
Starred values were filed as active, the others as inactive; / = not tested or not shown.

SMILES	E-sel TNF inh	Yeast growth inh	Measles CPE	GALR2 blocker	PTEN del growth	HCT116 bCat-KO	MRP1 act	Phagocytosis inh	NPY-Y2 antag	Yeast life ext
O=C1CC(C(=O)Nc2ccccc2C(=O)O)C(c2ccccc2)O1 (configuration not stated)	/	39	6	15	98	97	0.5	-1	3	3
Cc1sc(NC(=O)C2C3CCC(O3)C2C(=O)O)c(C(=O)OC(C)C)c1-c1ccc(Cl)cc1 (configuration not stated)	-25	-45	5	-10	93	88	-2.5	/	0	3
O=C(CC1SC(=Nc2ccc(OC(F)F)cc2)N(CCC2=CCCCC2)C1=O)Nc1ccccc1F (configuration not stated)	/	-13	7	10	69	65	-1.1	/	0	1
CC(C)C(C)NC(=O)CSc1nc2scc(-c3ccco3)c2c(=O)n1-c1ccccc1 (configuration not stated)	-12	-54	1	-11	98	97	-2.6	1	4	-2
CCOC(=O)c1nc(Nc2ccc(C(=O)OC)cc2)c2ccccc2n1	/	6	4	10	71	78	-3.3	/	-2	-18
CCOC(=O)c1c(NC(=O)C2C3C=CC(C3)C2C(=O)O)sc2c1CCC(C)C2 (configuration not stated)	-6	-50	31	4	90	91	-2.8	-4	8	11
O=C(c1ccc2c(c1)C(=O)N(Cc1ccco1)C2=O)N1CCOCC1	/	-17	24	-6	94	92	-2.5	/	2	-16
CCCCC1CCC(C(=O)N2CCOCC2)CC1 (configuration not stated)	/	-15	29	4	104	94	-0.6	-2	1	7
COC(=O)c1ccc(OC(=O)c2nn(C)cc2Cl)c(OC)c1	-14	-31	4	-6	88	92	-3.0	1	3	0
CC(C)Oc1ccc(C2CCC(=O)NC2=O)cc1 (configuration not stated)	/	-51	10	-4	88	96	-1.9	-12	0	11
Cn1c(SCc2cnc(-c3ccccc3)s2)nnc1C1COc2ccccc2O1 (configuration not stated)	/	-15	10	-1	85	96	-0.3	-1	1	-10
CC(C)NC(=O)CSc1ccccc1C(=O)NCc1ccc2c(c1)OCO2	21	-18	23	3	93	90	-3.0	0	0	0
CC(C)(C)NC(=O)C(c1ccccc1)N(C(=O)c1ccco1)C1CC1 (configuration not stated)	1	-3	3	4	95	110	2.6	-3	3	-8
COC(=O)N/N=C/c1ccc(-c2cc(Cl)ccc2Cl)o1	-5	-21	2	-12	69	61	4.9*	-14	-1	-5
C/C(N)=C(/C#N)C(=O)CSc1nc2ccc(C)cc2[nH]1	-54	-7	24	5	87	88	-5.0	1	5	-9

In another format: 2 of the compounds above.
Fields – E-sel TNF inh | Yeast growth inh | Measles CPE | GALR2 blocker | PTEN del growth | HCT116 bCat-KO | MRP1 act | Phagocytosis inh | NPY-Y2 antag | Yeast life ext
> C/C(N)=C(/C#N)C(=O)CSc1nc2ccc(C)cc2[nH]1
 : -54 | -7 | 24 | 5 | 87 | 88 | -5.0 | 1 | 5 | -9
> CC(C)NC(=O)CSc1ccccc1C(=O)NCc1ccc2c(c1)OCO2
 : 21 | -18 | 23 | 3 | 93 | 90 | -3.0 | 0 | 0 | 0

(listing goes on)
SMILES	E-sel TNF inh	Yeast growth inh	Measles CPE	GALR2 blocker	PTEN del growth	HCT116 bCat-KO	MRP1 act	Phagocytosis inh	NPY-Y2 antag	Yeast life ext
N#CCCn1nc(-c2ccc([N+](=O)[O-])cc2)cc1Nc1ccccc1NC(=O)C(F)(F)F	-12	-13	5	0	83	84	-3.0	-4	-2	8
CC(C)CC(C(=O)OCC(=O)Nc1ncc(Cl)cc1Cl)N1C(=O)c2ccccc2C1=O (configuration not stated)	-19	-37	9	-2	101	91	-0.8	/	-3	8
CCc1ccccc1NC(=O)CSc1nnc([C@@H](NC(=O)OC(C)(C)C)C(C)C)o1	/	-14	19	0	98	84	-0.6	1	8	-7
C=C(C)Cn1c(SCC(=O)N/N=C/c2ccccc2)nc2ccccc2c1=O	/	-31	12	10	92	88	-4.0	/	10	6
COc1cccc(NC(=O)c2ccccc2-c2nc(-c3ccc(Cl)cc3)no2)c1	/	-23	8	-3	88	83	-1.5	1	3	-5
CCCc1cc2c(=O)c(-c3ccc4c(c3)OCCO4)coc2cc1OC(=O)c1ccco1	5	-29	4	5	72	72	1.1	/	9	-22
COc1cccc(C2c3c(oc4cc(C)c(C)cc4c3=O)C(=O)N2CCCN(C)C)c1 (configuration not stated)	30	-18	14	4	87	77	-3.4	0	0	-4
CC(C)OC(=S)N/C(=N\S(=O)(=O)c1ccccc1)c1ccccc1	-48	-34	14	-1	101	93	-0.8	0	1	-3
Cc1ccccc1N=C1c2cc([N+](=O)[O-])ccc2-c2ncccc21	9	6	4	-12	75	70	2.1	-2	2	-7
O=C(OCn1nnc2ccccc2c1=O)c1cccnc1Cl	6	-25	8	-6	107	97	0.7	-1	-2	-6
Cc1ccc(CNC(=O)C2CC2c2ccccc2)cc1 (configuration not stated)	11	-40	7	0	91	88	-1.9	0	6	4
COc1cc(NC(=O)c2ccco2)c(OC)cc1NC(=O)CCC(=O)Nc1cc(C)cc(C)c1	5	-23	20	2	109	94	-1.8	1	5	-13
Cc1onc(-c2ccccc2Cl)c1C(=O)Nc1nn[nH]n1	/	-8	23	1	91	90	-0.1	-1	0	-10
Cc1cc(-c2csc(N)n2)c(C)n1-c1ccccc1	6	-40	4	1	65	79	-1.4	0	2	-2
O=C(Nc1nc2c(s1)COc1ccccc1-2)c1cccs1	9	-4	25	6	80	68	-4.5	-1	1	0
COc1ccc(NC(=O)COc2ccc(C(=O)NC3CCCc4ccccc43)cc2OC)cc1 (configuration not stated)	/	-40	13	4	93	91	-1.5	9	4	3
CCOC(=O)C1=C(c2ccccc2)NC(=O)NC1c1ccc(N(C)C)cc1 (configuration not stated)	-23	-9	20	8	91	91	-2.9	0	3	/
COc1ccc(C(CCNCc2ccccc2)c2ccc(F)cc2)cc1 (configuration not stated)	/	-1	4	10	2.4*	2.0*	-5.0	-3	7	-1
CCc1cc2c(C)cc(=O)oc2cc1OC(=O)C1CCCN1C(=O)OC(C)(C)C (configuration not stated)	-1	-41	13	5	89	94	-4.0	-1	2	2
COCc1nc(-c2ccc(-c3ccc(C)cc3)nc2OC)no1	-3	-10	4	2	89	98	-0.3	0	5	-30
COc1ccc(S(=O)(=O)Nc2c(C(=O)O)[nH]c3ccccc23)c(OC)c1	19	-39	/	18	96	95	-1.4	0	0	-6
COCCCNC(=O)c1c(-c2ccccc2)noc1C	15	-28	3	-11	108	100	0.8	-2	-1	-10
COc1cccc(C(=O)CN(C(=O)c2ccc(Cl)c(Cl)c2)N2C(=O)C3CCCCC3C2=O)c1 (configuration not stated)	0	-33	20	-7	101	101	-1.2	0	4	-4
COc1ccccc1NC(=O)Cn1c(=O)sc2ccccc21	/	-15	5	-18	98	85	-2.1	0	3	-16
CCN(CC)c1ccc(C=Nc2ccc(C)cc2)c(O)c1	20	-50	10	-8	94	79	0.8	/	2	/
O=C(c1ccc(-n2cnnn2)cc1)N1CCCCC1	16	-13	7	3	95	92	-0.6	/	0	/
Cc1ccc(S(=O)(=O)N/N=C\c2cccnc2)cc1	-15	-17	1	3	96	106	0.2	/	2	-5
CCSc1nc(O)c(Cc2ccccc2)c(=O)[nH]1	5	-14	11	-3	97	92	-0.8	-1	1	0
CC(C)C1OC2(C)OC(=N)C1(C#N)C(C#N)(C#N)C2c1ccccc1 (configuration not stated)	18	-9	5	10	73	81	-3.8	-7	3	5
Cc1nc(N2N=C3/C(=C/c4ccc(F)cc4)CCCC3C2c2ccc(F)cc2)sc1C(=O)N(C)C (configuration not stated)	-19	-28	17	12	45	58	-1.7	-1	11	3
COc1ccc(C(=O)NNC(=O)CN2CCN(c3nc(-c4ccccc4)cs3)CC2)cc1	31	-15	7	-17	98	96	-1.7	-4	-2	1
CCOC(=O)C1=C(C)NC(=O)NC1c1ccccc1 (configuration not stated)	/	-37	3	1	104	97	0.1	/	1	5
CCN1C(=O)/C(=C2/C(=O)N3c4c(cc(OC(C)=O)cc42)C(C)=CC3(C)C)SC1=S	-9	-29	3	5	80	80	-3.3	-5	-4	3
Cc1cc(C)nc(NS(=O)(=O)c2ccc(N/C=C/C(=O)c3ccc(Cl)cc3)cc2)n1	11	1	21	-4	65	64	-2.6	-6	3	5
O=C(CCN1CCCCCC1)Nc1cccc(F)c1	3	-30	26	-7	95	109	-1.9	-2	0	-25
O=C(O)c1ccc2c(c1)N(Cc1ccccc1F)C(=O)c1ccccc1S2=O (configuration not stated)	/	-69	12	0	101	88	-0.3	-1	0	-4
COc1ccccc1CNC(=O)C(C)NS(=O)(=O)c1ccccc1 (configuration not stated)	-25	-51	18	14	108	97	-0.9	-1	0	-12
CCN(CC)c1ccc(NC(=O)COC(=O)/C=C/c2nc3ccccc3s2)cc1	62*	-46	11	-5	94	95	-1.5	-10	6	1
CCCSc1nnc2nc(C)cc(C)n12	/	-13	1	-1	108	104	-0.1	0	3	-8
CN(C)C=C1C(=O)c2ccccc2C1=O	17	4	12	5	94	94	-3.2	-1	2	-10
O=C(C1CCN(S(=O)(=O)c2ccc(F)cc2)CC1)N1CC=C(c2ccccc2)CC1	-32	-55	5	3	97	91	-1.7	-1	2	-10
Cc1cccc(C)c1NC(=O)CC(NCc1ccco1)C(=O)O (configuration not stated)	-3	-1	4	-7	105	91	-0.3	-1	3	-12
Cc1ccc(S(=O)(=O)N2CCCCC2)cc1NC(=O)COC(=O)C1CC2C=CC1C2 (configuration not stated)	/	-14	8	-11	80	85	-2.4	-12	2	-3
COc1ccc(CC(=O)Nc2sc(Cc3ccccc3)c(C)c2C(N)=O)cc1	5	-29	23	-4	98	92	-2.7	1	2	0
C#CCOc1ccc2c(C)cc(=O)oc2c1	-102	-5	25	4	99	131	0.7	0	0	-24
O=C(NCc1ccco1)C1(S(=O)(=O)c2ccc(Cl)cc2)CC1	19	-29	6	12	108	95	-1.6	0	-4	3
Cc1cccc(CSc2nnnn2-c2ccccc2)c1	-10	1	69*	-5	93	94	-1.2	0	4	-7
COc1ccccc1-n1cnnc1SCC(=O)c1c[nH]c2ccccc12	/	-27	19	18	90	98	-1.3	/	3	-1
COc1cc(NS(=O)(=O)c2ccc(NC(=S)NC(=O)c3sc4ccccc4c3Cl)cc2)ncn1	17	-17	10	3	104	100	-0.9	-9	2	0
COc1cc(C(=O)Nc2oc(-c3ccccc3)c(-c3ccccc3)c2C#N)cc(OC)c1OC	-44	-43	3	-5	81	80	-1.1	-1	0	-2
Cc1ccc(S(=O)(=O)n2nc(OC(=O)C(C)(C)C)cc2N)cc1	/	5	28	8	92	86	0.8	-2	1	-4
CCC(C)(C)n1nnnc1C(c1cc2ccc(OC)cc2[nH]c1=O)N1CCc2ccccc2C1 (configuration not stated)	-7	-34	4	10	2.9*	10	-6.1	0	1	0
CCOC(=O)CCSc1nc(C)c2ccccc2n1	-2	-49	56*	-5	97	92	-0.5	-1	1	-15
